MrgX1 allo act: human MrgX1 positive allosteric modulation, primary screen; Q96LB2; 310,000 compounds, 0.63% hits; MrgX1-HEK293, Fluo-4 calcium flux, FDSS; stronger effect = higher value; B-score at 10 µM;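 active = plate-corrected calcium response at least 3 library SD above typical, normal starting fluorescence, not activating the receptor alone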;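 also: compound read alongside a low EC10 to EC30 dose of BAM8-22 agonist; peak minus trough fluorescence over baseline measured at the second addition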
Target sequence (Q96LB2 whole entry, looked up): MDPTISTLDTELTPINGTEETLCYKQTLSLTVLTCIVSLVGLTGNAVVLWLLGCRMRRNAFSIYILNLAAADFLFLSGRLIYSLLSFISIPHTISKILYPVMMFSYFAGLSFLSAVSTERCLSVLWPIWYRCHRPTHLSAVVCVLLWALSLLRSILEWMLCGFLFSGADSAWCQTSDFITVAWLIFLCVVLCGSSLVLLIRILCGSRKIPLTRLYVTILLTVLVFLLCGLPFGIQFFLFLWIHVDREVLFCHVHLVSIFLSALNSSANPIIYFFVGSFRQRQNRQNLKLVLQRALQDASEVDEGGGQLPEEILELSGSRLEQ
ANO1 block: blocks the mouse calcium-activated chloride channel TMEM16A. HEK293 TMEM16A/YFP iodide influx fluorescence, ionomycin. Q8BHY3. AID 588511. normalized B-score (activity score, 25-100; higher = stronger inhibition) at 10 µM. 310,000 compounds, 1.2% hits;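 active = ratio plate-corrected score three or more library SD toward inhibition, starting fluorescence score within five deviations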;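 also: score derived from kinetic fluorescence span divided by baseline fluorescence per well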
MrgX1 antag: blocks BAM8-22 activation of human MrgX1 receptor; B-score at 10 µM; 310,000 compounds, 1.3% hits; MRGX1-HEK293 calcium flux, Fluo-4, BAM8-22 antagonism; stronger effect = lower value;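 active = calcium-response B-score plate-corrected more than 3 library SD below zero, starting fluorescence within 5 deviations, no agonist response on first addition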;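 also: peak minus trough fluorescence over baseline after final BAM8-22 challenge near maximal dose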
TRPC4 agonist: opens the mouse TRPC4 cation channel; AID 2237; B-score at 10 µM; Q9QUQ5; 310,000 compounds, 0.49% hits; HEK293 TRPC4beta/mu-opioid, Fluo4 calcium fluorescence; stronger effect = higher value;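 active = B-score above 5 SD of library B-scores, and initial fluorescence ratio not above library mean plus 5 SD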;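 also: positive B-score marks a calcium rise read as TRPC4 activation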
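Assay system – TRPC4beta and mu-opioid receptor HEK293 stable cells · Measured by – Fluo4 fluorescence, kinetic · Schedule – dye loading 45 min room temperature, 110 s kinetic read · Read-out – B-scored integrated calcium fluorescence ratio · Controls – buffer and maximal DAMGO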
TRPC4 potent: allosterically enhances the mouse TRPC4 cation channel; AID 2227; HEK293 TRPC4beta/mu-opioid, DAMGO EC20, Fluo-4 Ca2+ flux; stronger effect = higher value; B-score at 10 µM; 310,000 compounds, 0.42% hits; Q9QUQ5;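 active = B-score of calcium response area above 5 SD of library B-scores, with initial fluorescence ratio within 5 SD of library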;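 also: B-score of integrated fluorescence ratio over time as area under calcium response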
MrgX1 ag: agonists of human MrgX1 receptor. 310,000 compounds, 0.44% hits. B-score at 10 µM. MrgX1-HEK293 cells, Fluo-4 calcium fluorescence, agonist mode; stronger effect = higher value. AID 588627. Q96LB2;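 active = calcium response B-score plate-corrected fluorescence ratio at least 3 library SD, with starting fluorescence B-score inside 5 SD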
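Material: MrgX1-expressing HEK293 cells; input: 15,000 cells per well; doses: test compound given as first of three sequential additions; schedule: overnight plating before 1 h dye loading; technique: Fluo-4 NW calcium-flux fluorescence, kinetic read; evaluation: baseline-normalised fluorescence change ratio, B-scored; control set: plate-wise positive and negative controls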
TRPC4 inh: blocks the mouse TRPC4 cation channel; 300,000 compounds, 0.39% hits; HEK293 TRPC4beta/mu-opioid, DAMGO-evoked Fluo4 calcium flux; stronger effect = lower value; B-score at 10 µM; AID 2247; Q9QUQ5;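 active = B-score over 3 SD under the library average, no early fluorescence shift, positive overall ratio signal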
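Signal: kinetic Fluo4 fluorescence imaging of calcium influx. Material: stable TRPC4beta/mu-opioid receptor HEK293 cells. Probe or stimulus: DAMGO in two steps, submaximal then maximal.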
RGS4 block: human RGS4 inhibition. HEK293 M3R/RGS4 inducible, Fluo-4 calcium flux; stronger effect = higher value; triggered by carbachol at its EC20. AID 463165. 310,000 compounds, 0.45% hits. B-score at 10 µM;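 active = B-score, a plate-corrected calcium signal, over three deviations above library mean, with baseline fluorescence within five deviations of library mean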;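 also: RGS4 expression induced by doxycycline in cells with stable M3 receptor; B-score is computed from the integrated fluorescence ratio over baseline after carbachol; higher B-score means a larger calcium signal and so more RGS4 inhibition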
Target sequence (P49798 whole entry, looked up): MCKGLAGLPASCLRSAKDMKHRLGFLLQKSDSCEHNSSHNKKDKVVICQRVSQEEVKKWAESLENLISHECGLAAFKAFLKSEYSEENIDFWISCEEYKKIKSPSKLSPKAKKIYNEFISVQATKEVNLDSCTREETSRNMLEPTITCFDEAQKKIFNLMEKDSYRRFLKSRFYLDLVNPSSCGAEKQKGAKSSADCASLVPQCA
TMEM16A act: activates or potentiates the mouse TMEM16A chloride channel; Q8BHY3; HEK293 TMEM16A/YFP-H148Q/I152L, iodide quench fluorescence; stronger effect = lower value; B-score at 10 µM; 340,000 compounds, 0.3% hits;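 active = fluorescence-ratio B-score plate-corrected deviation score at least 3 library SD below zero, with starting fluorescence score within 5 deviations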;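 also: channel opened by trigger with iodide after compound preincubation; score built on the fluorescence ratio of max minus min over baseline; more negative score means more quench and so TMEM16A activation or potentiation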
TRPC6 activator: activates the mouse TRPC6 cation channel | HEK293-TRPC6 membrane potential dye fluorescence; stronger effect = higher value | B-score at 10 µM | 310,000 compounds, 0.13% hits | AID 2550;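 active = B-score of the integrated fluorescence ratio above library mean plus 3 SD, and starting fluorescence ratio within library mean plus 5 SD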;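 also: higher score means more depolarization so channel activation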
TRPC6 inhibitor: blocks the mouse TRPC6 cation channel; HEK293-TRPC6, membrane potential dye, ACh-evoked depolarization; stronger effect = lower value; B-score at 10 µM; 310,000 compounds, 1.1% hits; AID 2553;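 active = B-score under library mean minus 3 SD, initial fluorescence not abnormally high, positive integrated signal ratio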;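 also: B-score derived from integrated fluorescence ratio over the kinetic read; more negative B-score means stronger inhibition of depolarization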
Starred values were filed as active, the others as inactive; i = inactive; nt = no result given.

SMILES	MrgX1 allo act	ANO1 block	MrgX1 antag	TRPC4 agonist	TRPC4 potent	MrgX1 ag	TRPC4 inh	RGS4 block	TMEM16A act	TRPC6 activator	TRPC6 inhibitor
CC1=C(C(=O)Nc2ccc(C(=O)NC(C)c3ccccc3)cc2)SCCO1 (stereo not given)	i	i	i	i	i	i	i	i	i	i	i
Cc1c(Br)c([N+](=O)[O-])nn1C(C)C(=O)Nc1ccc2c(c1)OCO2 (stereo not given)	i	i	i	i	i	i	i	i	i	i	i
Cc1cccc(C(=O)O/N=C(/c2ccccc2)c2ccncc2)c1	i	i	i	i	i	i	i	i	i	i	i
Cc1ccc(C(=O)NCCN2CCCC2)cc1	i	i	i	i	i	i	i	i	i	i	i
CCc1nnc(NS(=O)(=O)c2ccc(NC(=O)CCC(=O)OC)cc2)s1	i	i	i	i	i	i	i	i	i	i	i
CCOC(=O)N1CCC(n2c(SCC(=O)c3ccccc3)nc3ccsc3c2=O)CC1	i	i	i	i	i	i	i	i	i	i	i
CCN(CC)S(=O)(=O)c1ccc(Cl)c(C(=O)NC)c1	i	i	i	i	i	i	i	i	i	i	i
Cc1ccc(C)c(C(=O)CSc2nc(C)cc(=O)[nH]2)c1	i	i	i	i	i	i	i	i	i	i	i
CCCOc1ccc(C2Nc3cccc4cccc(c34)N2)cc1	i	i	i	i	i	i	i	i	i	i	i
COc1ccc(NC(=O)Cn2c(C(C)C)nc(C)cc2=O)cc1Cl	i	i	i	i	i	i	i	i	i	i	i
CN1/C(=C/C=C(/C#N)C(N)=O)C(C)(C)c2ccccc21	i	i	i	i	i	33*	i	i	i	i	i
C=CCC(C(=O)OC)(C(=O)OC)c1ccc([N+](=O)[O-])cn1	i	i	i	i	i	i	i	i	i	i	i
Cc1ccnc(NS(=O)(=O)c2cc([N+](=O)[O-])ccc2C)c1	i	i	i	i	i	i	i	i	i	i	i
COc1cc2c(=O)n(CCC(=O)NCC3CCCO3)c(=O)n(CC(=O)Nc3ccc(C)cc3)c2cc1OC (stereo not given)	i	i	i	i	i	i	i	i	i	i	i
COc1ccc2nc(SCC(=O)NC(C)C)[nH]c2c1	i	i	i	i	i	i	i	i	i	i	i
CC1CCCN(c2ccc3nncn3n2)C1 (stereo not given)	i	i	i	i	i	i	i	i	i	i	i
COCCn1c(SCc2ccc(OC)c(F)c2)nnc1-c1ccncc1	i	i	i	i	i	i	i	i	i	i	i
CCn1c(CSc2nc3ccccc3s2)nnc1SCC(=O)c1ccc2c(c1)OCCO2	i	i	i	i	i	i	i	i	i	i	i
O=C(c1cnc2n(c1=O)CCS2)N1CCc2ccccc21	i	i	i	i	i	i	i	i	i	i	i
COC(=O)CNC(=O)CSc1nc2sc(-c3ccccc3)cc2c(=O)n1-c1ccccc1	11*	i	i	i	i	i	i	i	i	i	i
CCOC(=O)n1c(=O)n(Cc2ccc(Cl)c(Cl)c2)c2ccccc21	i	i	i	i	i	i	i	i	i	i	i
Cc1ccccc1CN1CCN(CC(=O)NCc2ccccc2)C1=O	i	i	i	i	i	i	i	i	i	i	i
Cc1cc(Br)ccc1SCC(=O)NCC(c1ccco1)N1CCCCC1 (stereo not given)	i	i	i	i	i	i	i	i	i	i	i
CCOC(=O)c1ccc(N2CCOCC2)c(NC(=O)c2ccc3c(c2)OCO3)c1	i	i	i	i	i	i	i	i	i	i	i
COc1ccc2c(c1)C(C1C(=O)CCCC1=O)c1ccccc1O2 (stereo not given)	i	i	i	i	i	i	i	i	i	i	i
C=CCN(CC=C)C(=O)C1CCN(Cc2ccc(OCc3ccccc3)cc2)CC1	i	i	i	i	i	i	i	i	i	i	i
COc1ccnc(N=CNOCc2ccc(C)cc2)c1C#N	i	i	i	i	i	i	i	i	i	i	i
CC1CCCN(C(=O)COC(=O)CNC(=O)c2ccc(Br)cc2)C1 (stereo not given)	i	i	i	i	i	i	i	i	i	i	i
CC1Cc2ccccc2N1C(=O)CSc1nnc(Cn2nnc3ccccc32)n1C (stereo not given)	i	i	-6.9*	i	i	i	i	i	i	i	i
CSc1ccccc1C(=O)NCc1ccc2c(c1)OCO2	i	i	i	i	i	i	nt	i	i	i	i
COC(=O)C1=C(C)Nc2nc3ccccc3n2C1c1ccccc1F (stereo not given)	i	i	i	i	i	i	i	i	i	i	i
CCC(C)c1ccc(NC(=S)NN2CCOCC2)cc1 (stereo not given)	i	i	i	i	i	i	i	i	i	i	i
Cc1cc2ncn(/N=C/c3ccc(-c4ccccc4)o3)c2cc1C	i	i	i	i	i	i	i	i	i	i	i
Cc1ccc(Cl)cc1N1CCN(C(=O)c2ccc(CN3CCOCC3)cc2)CC1	i	i	i	i	i	i	i	i	i	i	i
COc1ccc(CCn2c(C)cc(C(=O)CSc3nc(N)cc(=O)[nH]3)c2C)cc1	i	i	i	i	i	i	i	i	i	i	i
COc1cc(C(C)=O)ccc1OCC(O)CNCC(O)c1ccccc1 (stereo not given)	i	i	i	i	i	i	i	i	nt	i	i
C=C1CCC[C@]2(C)C[C@H]3OC(=O)C(CN(C)CC(OC)OC)[C@H]3CC12 (stereo not given in full)	i	i	i	i	i	i	i	i	i	i	i
COC(=O)C1=C(Cn2cnc3ccccc32)NC(=O)NC1c1cc(C)ccc1C (stereo not given)	i	i	i	i	i	i	i	i	i	i	i
CCN1C(=O)[C@H]2[C@@H](c3ccc(-c4ccc(C(C)=O)cc4)cc3)N3CCCC[C@@]3(C(=O)OC)[C@H]2C1=O	i	i	i	i	i	i	i	i	i	i	i
CC1Sc2ccc(S(=O)(=O)N3CCC(C(=O)NCC(C)c4ccccc4)CC3)cc2NC1=O (stereo not given)	i	i	i	i	i	i	i	i	i	i	i
CCNC(=S)N(CCc1ccc(S(N)(=O)=O)cc1)C1CC(=O)N(c2ccccc2)C1=O (stereo not given)	i	i	i	i	i	i	i	i	i	i	i
CN(C)CC(C)(C)CNS(=O)(=O)c1cccc(Cl)c1Cl	i	i	i	i	i	i	i	i	i	i	i
CC1CCc2c(sc(/N=C/N(C)C)c2C#N)C1 (stereo not given)	i	i	i	i	i	i	-6*	i	i	i	i
COc1ccc(C(=O)NCC(=O)N2CCN(c3ccc(Cl)cc3)CC2)cc1	i	i	i	i	i	i	i	i	i	i	i
FC(F)(F)c1cnc(Sc2ncn[nH]2)c(Cl)c1	i	i	i	i	i	i	i	i	i	i	i
O=C(NCc1ccc2c(c1)OCO2)NC12CC3CC(CC(C3)C1)C2	i	i	i	i	i	i	i	i	i	i	i
O=C(c1cccc(C(=O)N2CCN(c3ccc(F)cc3)CC2)c1)N1CCN(c2ccc(F)cc2)CC1	i	i	i	i	i	i	-8*	i	i	i	i
CCCC(=O)Nc1ccc(NC(=O)c2cccc(OC)c2)nc1	i	i	i	i	i	i	i	i	i	i	i
CCOC(=O)Cc1csc(N/N=C/c2ccc(C(F)(F)F)cc2)n1	i	i	i	i	i	i	i	i	i	i	i
O=C1CC(c2cccc([N+](=O)[O-])c2)c2ccc3ccccc3c2N1 (stereo not given)	i	25*	i	i	11*	i	i	i	i	i	i
COc1ccc(NC(=O)CSc2nc3ccccc3cc2Cc2ccccc2)cc1	i	i	i	i	i	i	i	i	i	i	i
COc1ccc(Cl)cc1N(CC(=O)NCCSCc1ccccc1)S(C)(=O)=O	i	i	i	i	i	i	i	i	i	i	i
Cc1ccc(-c2nnc(CSc3nnc(C)s3)o2)cc1	i	i	-5.9*	i	i	i	i	i	i	i	i
CCCN(CCC)CCNC(=O)CCC(=O)Nc1ccc2nc(N3CCOCC3)cc(C)c2c1	i	i	i	97*	i	i	i	i	i	i	i
O=C(c1ccc(COc2ccccc2Br)cc1)N1CCCCCC1	i	i	i	i	12*	i	i	i	i	i	i
COc1cc(C(=O)NC2=C(C#N)CCC2)cc(OC)c1OC	i	i	i	i	i	i	i	i	i	i	i
O=C(CSc1nc(O)c(C(c2ccccc2)c2ccccc2)c(=O)[nH]1)N1CCOCC1	i	i	i	i	i	i	i	i	i	i	i
CCSc1nnc(-c2c[nH]c3ccccc23)o1	i	i	i	i	i	i	i	i	i	i	i
CCN(CC)CCCN1C(=O)c2oc3ccccc3c(=O)c2C1c1cc(OC)ccc1OC (stereo not given)	i	i	i	i	i	i	i	i	i	i	i
CC12CCC(C/C1=N/O)C2(C)CBr (stereo not given)	i	i	i	i	i	i	i	i	i	i	i

The listing continues:
SMILES	MrgX1 allo act	ANO1 block	MrgX1 antag	TRPC4 agonist	TRPC4 potent	MrgX1 ag	TRPC4 inh	RGS4 block	TMEM16A act	TRPC6 activator	TRPC6 inhibitor
CCCCn1c(NC(C)=O)c(C#N)c2nc3ccccc3nc21	i	i	i	i	i	i	i	i	i	i	i
COc1ccc(S(=O)(=O)N(C)CC(=O)Nc2ccc3c(c2)OCO3)cc1	i	i	i	i	i	i	i	i	i	i	i
Cc1c(NC(=O)c2ccco2)c(=O)n(-c2ccccc2)n1C	i	i	i	i	i	i	i	i	i	i	i
O=C(c1ccccc1)N1CCN(Cc2ccc3c(c2)OCO3)CC1	i	i	i	i	i	i	i	i	nt	i	i
CCN(CC(=O)Nc1c(F)cccc1F)C(=O)CCN1C(=O)C2CC=CCC2C1=O (stereo not given)	i	i	i	i	i	i	i	i	i	i	i
Cc1ccc(S(=O)(=O)C(NC(=O)c2ccccc2)=C(Cl)Cl)cc1	i	i	i	i	i	i	i	i	i	i	i
CCCCOc1ccc(CNn2c(C)nc3ccccc3c2=O)cc1	i	i	i	i	i	i	i	i	i	i	i
N/N=C(\c1ccccc1)C12CN3CN(CN(C3)C1)C2	i	i	i	i	i	i	i	i	i	i	i
Cn1c(NC(=O)C[n+]2cc(-c3ccc(Cl)cc3)n3c2CCC3)cc(=O)n(C)c1=O	i	i	i	i	i	i	i	i	i	i	i

Compound activity (PubChem)
